Screening data: PubChem, National Center for Advancing Translational Sciences (NCATS)
USP1-UAF1 inh – Inhibitors of USP1/UAF1: Primary Screen; Ubiquitin carboxyl-terminal hydrolase 1 (Homo sapiens), O94782; recombinant USP1/UAF1, Ub-Rhodamine cleavage fluorescence; Potency, µM (highest dose often 57.1 µM), inactives show at the top dose activity change, negative = inhibition, most hits filed as inhibitors; actives 0.23% (n = 390,000); further: potency means the concentration at half of the fitted maximal effect; on the % scale 0 is the no-effect control and ±100 the full control effect; nearly all actives have a fitted effect of over 60% in size; inactives centre near -12
Target sequence (O94782 whole entry, looked up): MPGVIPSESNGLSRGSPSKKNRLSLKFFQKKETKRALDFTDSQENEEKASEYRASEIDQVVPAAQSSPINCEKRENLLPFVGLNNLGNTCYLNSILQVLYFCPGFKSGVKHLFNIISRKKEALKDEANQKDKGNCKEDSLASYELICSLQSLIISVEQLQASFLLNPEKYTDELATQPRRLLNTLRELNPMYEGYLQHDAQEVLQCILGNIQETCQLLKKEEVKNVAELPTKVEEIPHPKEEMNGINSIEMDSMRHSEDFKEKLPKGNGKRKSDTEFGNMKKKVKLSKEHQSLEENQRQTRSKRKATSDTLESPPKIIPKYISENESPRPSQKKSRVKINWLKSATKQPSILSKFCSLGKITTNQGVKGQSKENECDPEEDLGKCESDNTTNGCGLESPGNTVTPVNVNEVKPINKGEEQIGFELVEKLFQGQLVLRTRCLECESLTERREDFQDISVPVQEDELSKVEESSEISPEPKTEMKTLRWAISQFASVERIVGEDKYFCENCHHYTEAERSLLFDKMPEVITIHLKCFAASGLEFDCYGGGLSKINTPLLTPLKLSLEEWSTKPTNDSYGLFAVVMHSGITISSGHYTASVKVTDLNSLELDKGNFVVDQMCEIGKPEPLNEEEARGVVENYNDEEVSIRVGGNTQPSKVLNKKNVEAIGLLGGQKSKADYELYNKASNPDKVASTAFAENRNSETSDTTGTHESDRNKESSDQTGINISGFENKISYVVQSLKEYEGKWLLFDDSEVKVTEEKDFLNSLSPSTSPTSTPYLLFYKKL
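1 nM enzyme complex + cpd, 15 min RT; start with Ub-Rho 150nM final; kinetic fluorescence ex 480/em 540, 6 reads q60 s. Buffer 50mM HEPES pH 7.8, 0.5mM EDTA, 0.1 mg/ml BSA, 1mM TCEP, 0.01% Tween-20.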
TrxR1 substrate – qHTS Assay for Substrates of Mammalian Selenoprotein Thioredoxin Reductase 1 (TrxR1): qHTS; Thioredoxin reductase 1, cytoplasmic (Rattus norvegicus), O89049; purified TrxR1 substrate turnover, NADPH consumption readout; Potency, µM (top dose mostly 114 µM), for inactives: top-dose activity change, negative = substrate turnover; actives 0.01% (n = 390,000); AID 588456, 2011; further: potency means the concentration at half of the fitted maximal effect; on the % scale 0 is the no-effect control and ±100 the full control effect; nearly all actives have a fitted effect of over 50% in size
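Rat TrxR1, dispensed at 90 nM, was prereduced with 400 uM NADPH (final) for 5 min at ~22 deg C, then incubated with compound 15 min before 400 uM selenite. A first-read NADPH fluorescence drop versus no-compound background flagged substrates.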
Vif-APOBEC3F blk – qHTS for Inhibitors of Vif-A3F Interactions: qHTS. HeLa A3F-eYFP + Vif (tagged APOBEC3F with the HIV-1 protein that degrades it), YFP fluorescence increase. Potency, µM (doses to about 46.1 µM), without a hit: at the top dose activity, negative = active. actives 0.2% (n = 390,000). AID 602313, 2012; further: potency means the concentration at half of the fitted maximal effect; % of control where 0% means no effect; nearly all actives have a fitted effect of over 65% in size
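Fluorescence increase (Ex 488/Em 500-530) after overnight compound treatment at 37 deg C flags inhibition of Vif-driven A3F-eYFP loss in stable HeLa A3F-eYFP/Vif cells seeded overnight beforehand.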
mIDH1 inhibitor – qHTS for Inhibitors of mutant isocitrate dehydrogenase 1 (IDH1): qHTS | Isocitrate dehydrogenase [NADP] cytoplasmic (Homo sapiens), O75874 | IDH1-R132H enzyme, NADPH consumption, diaphorase/resazurin fluorescence | Potency, µM (series often up to 76.6 µM), for inactives: top-dose activity change, negative = inhibition, usual class: inhibitors | actives 0.093% (n = 390,000) | AID 602179, 2012; further: potency means the concentration at half of the fitted maximal effect; on the % scale 0 is the no-effect control and ±100 the full control effect; nearly all actives have a fitted effect of over 65% in size
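IDH1-R132H (0.5 ug/mL dispensed) in pH 7.5 Tris buffer was preincubated 30 min with compound, then given a substrate mix of 0.016 mM NADPH and 2 mM alpha-KG for 80 min at room temperature; remaining NADPH was read by diaphorase/resazurin fluorescence.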
RGS4 inh – Inhibitors of Regulator of G Protein Signaling (RGS) 4: qHTS | Potency, µM (top dose mostly 114 µM), for the others: top-dose activity change, negative = inhibition, most hits filed as inhibitors | actives 0.039% (n = 390,000) | Transcreener GDP fluorescence polarization, RGS4-accelerated GTP hydrolysis | AID 504845, 2011; further: potency means the concentration at half of the fitted maximal effect; on the % scale 0 is the no-effect control and ±100 the full control effect; nearly all actives have a fitted effect of over 75% in size; some results filed as inactive show a strong effect at the top dose
Target sequence (P49798 whole entry, looked up): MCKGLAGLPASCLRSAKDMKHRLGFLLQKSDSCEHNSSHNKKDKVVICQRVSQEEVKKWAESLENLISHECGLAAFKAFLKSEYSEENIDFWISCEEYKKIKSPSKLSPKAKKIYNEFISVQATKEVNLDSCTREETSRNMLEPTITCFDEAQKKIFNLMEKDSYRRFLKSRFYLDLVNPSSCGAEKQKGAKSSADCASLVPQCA
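MLSMR compounds (23 nl, pin-transferred) preincubated 10 min at room temperature with a 500nM (2x) first reagent, then RGS4 at 900nM (2x) plus Transcreener GDP mix added; fluorescence polarization (620/688 nm) read before and after 90 min at 30 °C.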
rTrxR1 inhibitor – qHTS Assay for Inhibitors of Mammalian Selenoprotein Thioredoxin Reductase 1 (TrxR1): qHTS | Thioredoxin reductase 1, cytoplasmic (Rattus norvegicus), O89049 | Potency, µM (highest dose often 114 µM), for the others: at the top dose activity change, negative = inhibition, hits mostly inhibitors | actives 1% (n = 390,000) | recombinant rTrxR1, NADPH fluorescence consumption, selenite substrate; further: potency means the concentration at half of the fitted maximal effect; on the % scale 0 is the no-effect control and ±100 the full control effect; nearly all actives have a fitted effect of over 65% in size
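Rat TrxR1 (90 nM in the dispensed reagent) was pre-reduced with 400 uM NADPH for 5 min at room temperature, then incubated with compound for 15 min. After 400 uM selenite was added, NADPH fluorescence (Ex 340/Em 450 nm) was followed for 8 min.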
GRP78 ERSR act – qHTS for Inducers of the Endoplasmic Reticulum Stress Response (ERSR) in Human Glioma: qHTS; U87-MG GRP78 promoter luciferase reporter, 16 h; Potency, µM, for inactives: at the top dose activation, actives largely listed as activators; actives 0.02% (n = 420,000); AID 602332, 2012; further: potency means the concentration at half of the fitted maximal effect; series mostly up to about 76 µM; % of control where 0% means no effect; nearly all actives have a fitted effect of over 35% in size
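ERSR induction read as luciferase luminescence (Bright-Glo, 10 min at room temperature) in stably transfected human U87-MG glioma cells exposed to compounds for 16 h, using GRP78 as sensor.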
Vif-A3G inh – qHTS for Inhibitors of Vif-A3G Interactions: qHTS | DNA dC->dU-editing enzyme APOBEC-3G (Homo sapiens), Q9HC16 | HeLa A3G-eYFP + Vif (tagged APOBEC3G with the HIV-1 protein that degrades it), YFP fluorescence, overnight | Potency, µM (doses to about 46.1 µM), for inactives: at the top dose activity, negative = active, actives largely listed as inhibitors | actives 0.076% (n = 410,000) | AID 602310, 2012;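 further: potency means the concentration at half of the fitted maximal effect; on the % scale 0 is the no-effect control and ±100 the full control effect; nearly all actives have a fitted effect of over 60% in size; hits raise eYFP signal because A3G escapes Vif-driven loss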
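Read-out is eYFP fluorescence (Ex 488/Em 500-530) from Vif-expressing HeLa A3G-eYFP cells; more signal means A3G escaped Vif-mediated degradation. Cells plated overnight, compound pinned in, incubated overnight at 37 deg C.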
LDHA block – qHTS assay for inhibitors of human lactate dehydrogenase; L-lactate dehydrogenase A chain (Homo sapiens), P00338; purified LDHA, NADH/diaphorase-resazurin fluorescence; stronger effect = lower value; activity change, % (values are at about 110 or 230 µM); actives 0.15% (n = 480,000); AID 1347041, 2019; in the data active means activity change below about -30%; inconclusive means mostly about -25% to -30%;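 further: plate controls were DMSO wells for no effect and wells without enzyme for full effect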
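Human LDH5 at 2 nM final in Tris HCl pH 7.4 with 0.06 mM NADH and 0.2 mM pyruvate, reacted 5 minutes at room temperature. Remaining NADH coupled via diaphorase/resazurin; resorufin fluorescence read at 0 and 20 minutes, normalized to enzyme-free and DMSO wells.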
An asterisk follows results filed as active; u = inconclusive; x = no result given; & = joins results of further samples; [ ] = another dose, or the depositor's remark. Unless noted, the call rests on the fitted dose curve; in most records, active means well fitted curve in the direction sought with a large enough effect; inconclusive means small, poorly fitted or top-dose-only effect, or another doubt; inactive means no such curve, though single readings can be large; an effect the other way counts as inactive or inconclusive.

mol	USP1-UAF1 inh	TrxR1 substrate	Vif-APOBEC3F blk	mIDH1 inhibitor	RGS4 inh	rTrxR1 inhibitor	GRP78 ERSR act	Vif-A3G inh	LDHA block
COc1ccc([N+](=O)[O-])cc1NC(=O)C1CCCO1 (stereo not drawn)	1%	-4%	2%	4%	22%	5%	-4%	3%	-3
O=C1c2cc(Cl)ccc2OC2(CCNCC2)C12CC(c1ccccc1)=NO2 (stereo not drawn)	-2%	-2%	1%	0%	-19%	-15%[57.1 µM]	-5%	3%	-2
CCN(CC)C(=O)CCc1nnc(Cc2cccc(C(F)(F)F)c2)o1	-2%	6%	-6%	7%	-24%	22%[57.1 µM]	1%	0%	-6
COc1ccc(CC(=O)OCC(=O)NNC(=O)c2ccccc2)cc1	-2%	-5%	-3%	-9%	20%	17%	0%	1%	-11
Cc1ccc(-c2nnn(CC(=O)N(CC(=O)NCC3CCCO3)c3ccc(F)c(Cl)c3)n2)o1 (stereo not drawn)	1%	-5%	-8%	-3%	19%	16%	-4%	3%	-3
COC(=O)c1c(NC(NC(=O)c2ccccc2)(C(F)(F)F)C(F)(F)F)sc2c1CCN(C)C2	-24%	8%	-2%	2%	-29%	-8%	-4%	1%	-4
O=S(=O)(c1ccc(OCC(O)CN2CCc3ccccc3C2)cc1)N1CCOCC1 (stereo not drawn)	-12%	13%	-4%	7%	23%	30%	-2%	-5%	0
O=C(CCN1CCN(Cc2ccccc2)CC1)NNC(=O)Nc1cccc(C(F)(F)F)c1	-22%	7%	4%	-8%	12%	45%[activator]	-1%	-1%	0
Cn1ncc(C#N)c1/N=C/N1CCCCC1	-1%	-3%	3%	-1%	6%	4%	-6%	-1%	-4
Cc1nnc(SCC(=O)N2CCN(c3ccccc3F)CC2)n1C1CC1	-11%	-3%	-6%	1%	36%	-4%	-4%	1%	-1
O=C(COC(=O)/C=C/c1ccc(OC(F)F)cc1)Nc1ccc(N2CCOCC2)cc1	-18%	-3%	12%	12%	-25%	6%	-6%	1%	-1
O=C(O)c1cc(O)ccc1NC(=O)C1CCCO1 (stereo not drawn)	-8%	11%	4%	1%	13%	19%	2%	3%	-3
C=CC[C@H](CC(=O)N(CCO)Cc1ccccc1)C(=O)N[C@H](COC(=O)[C@@H](CC=C)CC(=O)OC(C)(C)C)Cc1c[nH]c2ccccc12	-24%	-10%	4%	-2%	-10%	13%	-3%	-10%	8
CCN1CCN(C(=O)c2ccc3nc(-c4ccccc4)c(-c4ccccc4)nc3c2)CC1	-17%	84%[activator]	-5%	0%	11%	u	-2%	4%	-8&8
C=C1[C@@H](O)[C@@H]2O[C@]3(CC[C@H](/C=C/[C@@H](C)[C@@H]4CC(C)=CC5(O[C@H](C[C@@](C)(O)C(=O)OC)CC[C@H]5O)O4)O3)CC[C@H]2O[C@@H]1[C@@H](O)C[C@H](C)[C@H]1OC2(CCCCO2)CC[C@H]1C (stereo partly drawn)	-2%	-6%	1%	-1%[38.3 µM]	7%	-8%	-5%	-34%	-2
CSc1cc(-c2ccccc2)n(Cc2c(Cl)cccc2Cl)c(=O)c1C#N	-26%	7%[57.1 µM]	-8%	0%	30%	10%[57.1 µM]	-2%	-13%	-2
CC1CCC2(CC1)C(Nc1cccc(Cl)c1)=NC(=S)N2CC#N (stereo not drawn)	-21%	-12%	6%	4%	-18%	-21%	-4%	0%	-3
CCC(=O)N1CCc2cc(S(=O)(=O)CCC(=O)NCc3ccc4c(c3)OCO4)ccc21	-17%	0%	-25%	3%	-15%	2%	-5%	3%	-7
CN1CCN(Cc2nc3cc(NC(=O)COc4ccc([N+](=O)[O-])cc4)ccc3n2C)CC1	-20%	2%	-3%	-9%	-9%	11%	-3%	1%	1
COc1cccc(/C=C2\Oc3ccc(O)cc3C2=O)c1O	u	-11%	10%	0%	-8%	-13%	-13%	0%	7
Cn1nnnc1N=N/C(=N/Nc1ccccc1)c1ccccc1	-10%	3%	u	0%	2%	10%	-1%	-11%	1
COc1ccc2c(c1)CCc1c-2n[nH]c1C(=O)NCCC(C)C	-16%	-5%	8%	10%	4%	2%	-7%	-6%	1
COc1ccc(Cn2c(=O)[nH]c3cc(OC)c(OC)cc3c2=O)cc1	-9%	-3%	4%	-16%	0%	16%	-3%	-1%	-10
O=C(COC(=O)c1cc(S(=O)(=O)N2CCCC2)ccc1O)Nc1ccccc1Br	0%	5%	0%	5%	-8%	9%	-1%	0%	-12
COc1ccc(CNC(=O)CSC(=S)N2CCCC2)cc1	3%	8%	u	0%	7%	34%	0%	-3%	-5
CN(Cc1ccccc1)C(=O)c1cccc(NC(=O)Cc2ccc(NC(=O)C3CCN(S(=O)(=O)c4cccc([N+](=O)[O-])c4)CC3)cc2)c1	-14%	-6%	9%	-4%	-8%	9%	-1%	0%	-5
CC1(C)OC(=O)C(C(c2ccccc2)C(C#N)C(N)=O)=C(O)O1 (stereo not drawn)	-9%	1%	-6%	1%	-32%	9%	-3%	-1%	8&14
COc1ccccc1C(=O)N(Cc1ccccc1)c1ccc(C)cc1	-23%	5%	2%	4%	-8%	22%	-2%	-4%	-1
Cc1ccc2nc(Cl)c(/C=N/n3c(C)nnc3C)cc2c1	-4%	3%[57.1 µM]	-4%	7%	4%	7%[57.1 µM]	-2%	-3%	-4
C=C(C)Cn1c(COc2ccccc2)nnc1SCC(=O)O	6%	5%	3%	5%	13%	20%	-1%	1%	-10
CCOC(=O)CSC1=C(C#N)C(c2ccccc2OCC)C(C(=O)OCC)C(=O)N1 (stereo not drawn)	-10%	-8%	7%	6%	-29%	-5%	1%	-6%	0
CC(C)(C)c1ccc(-c2nc(SCCOc3ccc(Cl)cc3)n3[nH]c(=O)cc3n2)cc1	-25%	15%[57.1 µM]	0%	0%	-24%	24%[57.1 µM]	2%	-14%	4
NC(=O)C1(N2CCCCC2)CCN(C(=O)Nc2ccc(C(F)(F)F)cc2)CC1	u	-3%	x	x	1%	-22%	x	x	-9

Arranged by molecular weight (rising): 6 of the compounds above
mol	USP1-UAF1 inh	TrxR1 substrate	Vif-APOBEC3F blk	mIDH1 inhibitor	RGS4 inh	rTrxR1 inhibitor	GRP78 ERSR act	Vif-A3G inh	LDHA block
C=C(C)Cn1c(COc2ccccc2)nnc1SCC(=O)O	6%	5%	3%	5%	13%	20%	-1%	1%	-10
COc1ccc(CNC(=O)CSC(=S)N2CCCC2)cc1	3%	8%	u	0%	7%	34%	0%	-3%	-5
COc1ccccc1C(=O)N(Cc1ccccc1)c1ccc(C)cc1	-23%	5%	2%	4%	-8%	22%	-2%	-4%	-1
NC(=O)C1(N2CCCCC2)CCN(C(=O)Nc2ccc(C(F)(F)F)cc2)CC1	u	-3%	x	x	1%	-22%	x	x	-9
CCOC(=O)CSC1=C(C#N)C(c2ccccc2OCC)C(C(=O)OCC)C(=O)N1 (stereo not drawn)	-10%	-8%	7%	6%	-29%	-5%	1%	-6%	0
CC(C)(C)c1ccc(-c2nc(SCCOc3ccc(Cl)cc3)n3[nH]c(=O)cc3n2)cc1	-25%	15%[57.1 µM]	0%	0%	-24%	24%[57.1 µM]	2%	-14%	4

An excerpt; the hit share may differ from the screen's.
